# PI4K2A inh: PI4K2A (human) kinase inhibition | Q9BTU6 | purified PI4K2A, ADP-Glo luminescence, 1 h; active compounds read low | activity change, negative = inhibition, % at 76.9 µM | actives 0.13% (n = 420,000) | AID 1346378; in the data active = activity change below about -50%; inconclusive = mostly about -30% to -49%;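 also: -100% = wells without enzyme as full effect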
# Target sequence (Q9BTU6 whole entry, looked up): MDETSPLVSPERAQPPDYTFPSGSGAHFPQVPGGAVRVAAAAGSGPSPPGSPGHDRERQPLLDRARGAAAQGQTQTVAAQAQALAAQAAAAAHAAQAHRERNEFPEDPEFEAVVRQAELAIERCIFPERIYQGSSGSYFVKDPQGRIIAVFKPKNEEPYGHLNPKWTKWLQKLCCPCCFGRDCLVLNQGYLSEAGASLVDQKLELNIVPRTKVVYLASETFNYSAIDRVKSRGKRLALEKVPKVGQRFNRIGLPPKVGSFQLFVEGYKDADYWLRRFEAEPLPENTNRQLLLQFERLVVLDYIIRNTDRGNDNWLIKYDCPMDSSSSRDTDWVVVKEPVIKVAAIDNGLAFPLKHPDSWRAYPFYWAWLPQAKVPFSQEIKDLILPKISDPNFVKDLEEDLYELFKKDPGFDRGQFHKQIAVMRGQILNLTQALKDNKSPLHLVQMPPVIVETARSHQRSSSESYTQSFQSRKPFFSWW
#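 In this quantitative HTS, ADP production by PI4K2A was quantified luminescently after 1 h at ambient temperature; 100 microM adenosine served as plate-quality control.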
# mIDH1 inhibitor: human IDH1 R132H inhibition; IDH1-R132H enzyme, NADPH consumption, diaphorase/resazurin fluorescence; O75874; actives 0.093% (n = 390,000); Potency, µM (doses to about 76.6 µM), for inactives: at the top dose activity change, negative = inhibition, most hits filed as inhibitors; also: potency is read from the fitted curve at half-maximal effect; % is scaled to controls: 0 for no effect and ±100 for the full control effect; nearly all actives have a fitted effect of over 65% in size
#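 IDH1-R132H (0.5 ug/mL) preincubated 30 min with compound, then NADPH (0.016 mM) and alpha-KG (2 mM) added; 80 min at RT, pH 7.5. Remaining NADPH coupled via diaphorase/resazurin to fluorescence (540/590 nm); concentration-response curves normalized to no-enzyme control.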
# TrxR1 inh: rat TrxR1 inhibition. Potency, µM (highest dose often 114 µM), inactives show at the top dose activity change, negative = inhibition, usual class: inhibitors. recombinant rTrxR1, NADPH fluorescence consumption, selenite substrate. actives 1% (n = 390,000). AID 588453. O89049; also: potency is read from the fitted curve at half-maximal effect; % is scaled to controls: 0 for no effect and ±100 for the full control effect; nearly all actives have a fitted effect of over 65% in size
#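 Rat TrxR1 (90 nM in the dispensed reagent) was pre-reduced with 400 uM NADPH for 5 min at room temperature, then incubated with compound for 15 min. After 400 uM selenite was added, NADPH fluorescence (Ex 340/Em 450 nm) was followed for 8 min.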
# GLS inh: blocks human kidney-isoform glutaminase activity; O94925; GLS enzymatic activity, qHTS titration; Potency, µM (highest dose often 45.5 µM), for inactives: at the top dose activity change, negative = inhibition, usual class: inhibitors; actives 0.21% (n = 410,000); AID 624170; also: potency is read from the fitted curve at half-maximal effect; % is scaled to controls: 0 for no effect and ±100 for the full control effect
#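 Two-point fluorescence kinetic (t0, 30 min RT) for hKGA; glutamate detected via glutamate oxidase–HRP–Amplex Red. Substrate: 1 mM L-glutamine solution; buffer 45 mM KH2PO4, pH 8.2.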
# PGK inhibitor: blocks T. brucei phosphoglycerate kinase | actives 0.043% (n = 380,000) | P07378 | PGK/GAPDH coupled, Kinase-Glo luminescence, 60 min | AID 602233 | Potency, µM (series often up to 57.5 µM), for the others: top-dose activity change, negative = inhibition, actives largely listed as inhibitors; also: potency is read from the fitted curve at half-maximal effect; % is scaled to controls: 0 for no effect and ±100 for the full control effect; nearly all actives have a fitted effect of over 60% in size
# Target sequence (P07378 whole entry, looked up): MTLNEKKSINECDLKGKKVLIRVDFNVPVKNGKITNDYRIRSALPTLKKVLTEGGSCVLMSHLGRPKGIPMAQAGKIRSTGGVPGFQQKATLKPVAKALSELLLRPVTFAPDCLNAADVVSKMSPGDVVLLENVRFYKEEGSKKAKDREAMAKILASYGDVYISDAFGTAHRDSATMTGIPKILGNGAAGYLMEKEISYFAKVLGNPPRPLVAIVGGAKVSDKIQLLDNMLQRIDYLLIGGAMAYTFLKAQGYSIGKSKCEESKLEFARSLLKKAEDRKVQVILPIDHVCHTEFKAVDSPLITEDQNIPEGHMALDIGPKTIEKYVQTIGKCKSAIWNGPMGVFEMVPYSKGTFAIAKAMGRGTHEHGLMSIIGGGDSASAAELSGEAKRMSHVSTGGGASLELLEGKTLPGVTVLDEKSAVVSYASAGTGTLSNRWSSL
#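 Luminescent ATP detection (Kinase-Glo Plus) follows a 60-minute room-temperature incubation, with wells lacking PGK as controls. Buffer: 100 mM TEA (pH 7.6), 5 mM MgCl2, 0.01% Tween-20. Coupling enzyme GAPDH (100 nM final) supplies unstable 1,3-BPG in-well.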
# HP1b binding inh: HP1-beta chromodomain-methylated histone interaction inhibition; P83916; AlphaScreen HP1-beta / biotin-H3K9me3 peptide binding; Potency, µM (top dose mostly 114 µM), for inactives: at the top dose activity change, negative = inhibition, most hits filed as inhibitors; actives 0.56% (n = 390,000); AID 540317; also: potency is read from the fitted curve at half-maximal effect; nearly all actives have a fitted effect of over 70% in size; inactives centre near 23
#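 Compound inhibition of the preformed complex between 50 nM HP1-beta and 50 nM biotinylated H3K9me3 peptide was read by AlphaScreen. Buffer was PBS pH 7.4 with 0.01% Tween-20. Incubations ran 30 min at room temperature, with 10 ug/mL donor/acceptor beads.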
# USP1-UAF1 inh: USP1/UAF1 (human) deubiquitinase inhibition; O94782; recombinant USP1/UAF1, Ub-Rhodamine cleavage fluorescence; Potency, µM (series often up to 57.1 µM), for inactives: at the highest dose activity change, negative = inhibition, usual class: inhibitors; actives 0.23% (n = 390,000); also: potency is read from the fitted curve at half-maximal effect; % is scaled to controls: 0 for no effect and ±100 for the full control effect; nearly all actives have a fitted effect of over 60% in size; inactives centre near -12
#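 USP1/UAF1 complex (1 nM) preincubated 15 min at room temperature with compound, then Ub-Rho substrate (150 nM final) added. Kinetic fluorescence at 480/540 nm over 6 reads at 60 s intervals; 50 mM HEPES pH 7.8, 0.5 mM EDTA, 0.1 mg/ml BSA, 1 mM TCEP, 0.01% Tween-20.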
# Pin1 inh: human Pin1 inhibition | actives 0.009% (n = 390,000) | Potency, µM (doses to about 115 µM), without a hit: at the top dose activity, negative = inhibition, actives largely listed as inhibitors | Pin1 FP peptide displacement, HiFluor488, 10 min | Q13526; active = well fitted inhibition curve with a large enough effect in the polarisation, with a control signal flat, not every such curve was filed as active; inconclusive = small, poorly fitted or top-dose-only effect, or effect the other way, or a change in a side signal; inactive = no such curve, though single readings can be large or run the other way; the % refers to the polarisation; also: potency is read from the fitted curve at half-maximal effect; % is scaled to controls: 0 for no effect and ±100 for the full control effect
# TrxR1 substrate: substrates of rat thioredoxin reductase 1. purified TrxR1 substrate turnover, NADPH consumption readout. actives 0.01% (n = 390,000). Potency, µM (series often up to 114 µM), inactives show at the top dose activity change, negative = substrate turnover; also: potency is read from the fitted curve at half-maximal effect; % is scaled to controls: 0 for no effect and ±100 for the full control effect; nearly all actives have a fitted effect of over 50% in size
#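 Rat TrxR1, dispensed at 90 nM, was prereduced with 400 uM NADPH (final) for 5 min at ~22 deg C, then incubated with compound 15 min before 400 uM selenite. A first-read NADPH fluorescence drop versus no-compound background flagged substrates.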
# * = called active by the depositor; i = inactive; ? = inconclusive; nt = not tested or not shown; & = joins results of further samples; [ ] = dose if it differs, or a comment. Unless noted, calls follow the shape of the dose curve; as a rule, active = well fitted curve in the direction sought with a large enough effect; inconclusive = small, poorly fitted or top-dose-only effect, or another doubt; inactive = no such curve, though single readings can be large; an effect the other way counts as inactive or inconclusive. Not all compounds are listed (hit frequency here may not be typical).
# Results follow in this order: PI4K2A inh	mIDH1 inhibitor	TrxR1 inh	GLS inh	PGK inhibitor	HP1b binding inh	USP1-UAF1 inh	Pin1 inh	TrxR1 substrate
COc1ccc(C(=O)CSc2nc(C)cc(C)n2)cc1C
 : -1	-3%	-2%	1%	-2%	34%	-13%	-1%	0%
c1ccc(-n2c(-c3cccs3)nc3nc4ccccc4nc32)cc1
 : 2	1%	22%	11%	-5%	21%	-7%	-6%	52%[activator]
CCOC(=O)N1CCN(C(=O)c2oc(=O)c3ccccc3c2-c2ccc(C)cc2)CC1
 : 0	-7%	7%	12%	-9%	12%	-10%	15%	-7%
CCOc1cc(C2c3c(-c4cc(C)ccc4O)n[nH]c3C(=O)N2CCCOC(C)C)ccc1O (centres undefined)
 : 3	-19%	3%	0%	4%	14%	-21%	?	-11%
CCOC(=O)C1=CN(Cc2cccc(Br)c2)S(=O)(=O)N(C)C1C (centres undefined)
 : -1	-5%	14%	11%	5%	123%[activator]	-17%	-4%	-4%
CC1CCCCN1C(=O)CCc1nnc(Cc2c[nH]c3ccccc23)o1 (centres undefined)
 : 6	-7%	8%	1%	3%	35%	-21%	1%	6%
O=C(NCc1ccc2c(c1)OCO2)c1cc(-c2ccc(Cl)cc2Cl)on1
 : 1	-5%	-2%	-1%	-6%	22%	-17%	0%	-7%
Cc1cc(C(=O)NCc2ccccc2)c(=O)[nH]c1C
 : 4	5%	?	nt	-1%	20%	-15%	4%	111%[activator]
CCOc1ccc(-n2nc(CO)c(C(=O)NCc3cccs3)n2)cc1
 : 2	-15%	42%[activator]	5%	11%	22%	18%	?	85%[activator]
Cc1ccc(-n2c(SCC(=O)NCCN3C(=O)CSC3=O)nnc2-c2ccccc2)cc1
 : 0	6%	-15%	-1%	2%	28%	1%	-10%	-8%
COc1ccccc1C(=O)Nc1cccc(C(=O)OCc2cc(=O)n3c4c(sc3n2)CCCC4)c1
 : -2	-12%	14%[57.1 µM]	5%	6%	18%	-18%	0%	-1%[57.1 µM]
O=C(Nc1nc2ccccc2n1CCN1CCCC1)C1CCCCC1
 : 0	4%	8%	25%	-7%	15%	-14%	1%	2%
COc1ccc(C(CC(=O)Nc2ccc(F)cc2)c2ccccc2)cc1 (centres undefined)
 : 9	9%	18%	4%	2%	48%[activator]	-14%	5%	0%
COc1ccc([C@H]2CC(=O)C=C(c3ccc(CO)cc3)C2)cc1
 : 2	0%	17%	14%	-7%	15%	-23%	-7%	2%
Cc1ccc2sc(C)[n+](CCO)c2c1
 : -1	-4%	28%[57.1 µM]	?	-4%	12%	-16%	6%	-5%
CCN(CC)S(=O)(=O)c1ccc(N2CCOCC2)c(NC(=O)c2sccc2C)c1
 : 2	1%	12%[57.1 µM]	-4%	-2%	23%	-12%	20%	6%
CCOC(=O)CCNC(=O)N1CCCC(N2CCN(c3ccc(OC)cc3)CC2)C1 (centres undefined)
 : 0	0%	-3%[57.1 µM]	1%	3%	0%	-23%	0%	2%[57.1 µM]
CC(=O)NCC1CCN(C(=O)C2CCC(=O)N(CCc3cccc(F)c3)C2)CC1 (centres undefined)
 : -1	1%	-3%	-3%	3%	39%[activator]	-22%	-1%	-7%
O=C(Nc1ccccc1N1CCOCC1)c1cc2ccccc2o1
 : -2	6%	8%	9%	-12%	7%	-9%	-5%	2%
C=CCN(C(=O)C1CSC2(C)CCC(=O)N12)c1nc(-c2ccccc2)cs1 (centres undefined)
 : 2	4%	-13%	-4%	-9%	7%	-16%	25%	-7%
CC(C)COCC(O)CCC(=O)NNC(=S)Nc1ccccc1 (centres undefined)
 : 3	-6%	-7%	23%	i	26%	-9%	?	0%
COc1ccc(/C=C/c2nc3ccccc3c(=O)n2-c2cccc(C(F)(F)F)c2)cc1
 : -1	0%	3%[57.1 µM]	-1%	-3%	3%	-17%	3%	-3%[57.1 µM]
Cc1ccc(N(C)C(=O)C2CCCN2S(=O)(=O)c2cccc3nsnc23)cc1 (centres undefined)
 : 5	6%	6%	-3%	i	19%	-16%	1%	-3%
Cc1ccc(S(=O)(=O)Nc2cc(C(C(=O)OC(C)C)C(=O)C(F)(F)F)c(O)c3ccccc23)c(C)c1 (centres undefined)
 : -22	-4%	-6%[57.1 µM]	?	-5%	-11%	-14%	-3%	-1%[57.1 µM]
COC(=O)c1cc(OC)c(OC)cc1NC(=O)c1ccccc1
 : 2	11%	33%[57.1 µM]	0%	-3%	0%	-18%	0%	36%[activator][57.1 µM]
CC(=O)Nc1ccc(/C(C)=N/NC(=O)c2ccc(F)cc2)cc1
 : 6	-8%	-9%[57.1 µM]	2%	0%	-7%	5%	1%	2%[57.1 µM]
O=C(N=C1SC2CS(=O)(=O)CC2N1c1ccc(Cl)cc1)C1CCCO1 (centres undefined)
 : -3	-7%	6%	2%	-8%	-3%	-3%	0%	2%
COc1cccc(NC(=O)C2CCCN(S(=O)(=O)c3cn(C(C)C)cn3)C2)c1 (centres undefined)
 : 5	9%	31%[activator][57.1 µM]	-11%	i	26%	-17%	-8%	17%[57.1 µM]
CCCC(C(=O)NCCC(C)C)N(Cc1ccc(OC)cc1)C(=O)c1snc(C(N)=O)c1N (centres undefined)
 : 0	8%	2%	-15%	-8%	52%[activator]	-26%	1%	-6%[11.4 µM]
COc1ccccc1N=c1oc2cc(O)ccc2cc1C(=O)NCC1CCCO1 (centres undefined)
 : -11	9%	23%	3%	-2%	18%	-26%	?	189%[activator]
CN(C)CCCNCCCNC(=O)c1ccco1
 : 0&4	0%&0%	7%[11.4 µM]	5%&-4%	-1%	13%&14%	-8%&-1%	-2%&-12%	5%[11.4 µM]
Cc1cc(Cl)ccc1OC(C)C(=O)OCC(=O)c1ccc[nH]1 (centres undefined)
 : 4	11%	-7%	-1%	-9%	11%	-2%	-10%	-12%
COC(=O)Cc1csc(Nc2ccc(F)c(Cl)c2)n1
 : -2	5%	12%[57.1 µM]	-27%	14%	7%	-9%	-1%	5%[57.1 µM]
Cc1ccc(S(=O)(=O)N2[C@@H](c3ccc(Br)cc3)C(C(=O)O)=CC[C@H]2c2cccc(Cl)c2)cc1
 : -3	-12%	-2%	9%	0%	6%	-5%	?	-6%
O=C(Nc1ccc(N2CCN(C(=O)c3ccc(Cl)cc3)CC2)cc1)c1cccs1
 : -6	0%	9%	12%	-7%	41%	-7%	0%	2%
COc1cc(/C=C/C(=O)OC(C)C(=O)NC2CCCCC2C)cc(Cl)c1OC (centres undefined)
 : 1	4%	7%	-6%	i	16%	-17%	-4%	28%
Cc1ccc(NC(=O)c2cc(S(=O)(=O)N3CCCCCC3)ccc2F)cc1F
 : -2	0%	18%[57.1 µM]	-1%	-4%	47%[activator]	-9%	0%	0%[57.1 µM]
CC(C)[C@H](NC(=O)c1ccco1)C(=O)OCC(=O)N(C)c1ccccc1
 : -2	5%	22%	-2%	i	39%[activator]	-21%	6%	11%
COc1ccc(Br)cc1/C=C(\C(=O)O)c1ccc(S(=O)(=O)N2CCCCC2)s1
 : -5	-24%	-10%	0%	-9%	7%	-10%	-5%	2%
CCOc1ccc(Oc2ccc(NS(=O)(=O)c3ccc(CCC(=O)O)cc3)cc2)cc1
 : -14	0%	nt	12%	-5%	nt	-6%	nt	nt
O=C(CN1C2=NCCN2c2ccccc21)c1cccs1
 : -1	0%	8%	14%	4%	33%	-1%	-4%	4%
OCC#CCSc1nnc(-c2ccccc2Br)o1
 : -1	6%	-5%	6%	nt	25%	-8%	1%	7%
CCN1CCN(S(=O)(=O)c2cccs2)CC1
 : 1	4%	16%	1%	-1%	18%	-21%	-1%	9%
CCOc1ccc(CCNC(=O)c2cccc(Nc3nc4ccccc4nc3-n3nc(C)cc3C)c2)cc1OCC
 : 3	-12%	16%	-10%	i	34%	-7%	-1%	22%
COC(=O)c1cccc(Cn2c(Cl)c(/C=N/NC(=O)c3ccco3)sc2=O)c1
 : -2	-2%	40µM*	10%	-4%	37%[activator]	-4%	38%[activator]	-16%
c1ccc(-c2nn(-c3ccccc3)[n+](-c3ccccc3)n2)cc1
 : -6	2%	-9%	1%	-8%	24%	-17%	-16%	-10%
CC(=O)Nc1ccc(C(=O)OCCC(C)C)cc1
 : -2	7%	3%	-2%	-4%	42%	-12%	-3%	-1%
O=C(NCC1(c2ccccc2)CCCC1)c1ccccc1Br
 : -18	3%	17%[57.1 µM]	-9%	-1%	22%	-15%	5%	6%

# Some entries already given with just PI4K2A inh.
structure | PI4K2A inh
OCC#CCSc1nnc(-c2ccccc2Br)o1 | -1
CCN1CCN(S(=O)(=O)c2cccs2)CC1 | 1
CCOc1ccc(CCNC(=O)c2cccc(Nc3nc4ccccc4nc3-n3nc(C)cc3C)c2)cc1OCC | 3
